From PubChem BioAssay
RBX1-CUL1 inh – inhibitors of human ROC1-CUL1 ubiquitin ligase activity; AID 1347404, 2020; E3 ubiquitin-protein ligase RBX1 (Homo sapiens) + Cullin-1 (Homo sapiens), P62877+Q13616; inhibition, % at 10 µM; 0.6% of 140,000 active; in vitro K48 di-Ub FRET, acceptor:donor ratio, 45 min; in the data active = inhibition above about 25%
Target sequence (P62877 whole entry, looked up): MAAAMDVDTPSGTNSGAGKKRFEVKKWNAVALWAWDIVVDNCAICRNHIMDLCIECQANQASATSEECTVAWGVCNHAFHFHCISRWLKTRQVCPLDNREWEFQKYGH
Target sequence (Q13616 whole entry, looked up): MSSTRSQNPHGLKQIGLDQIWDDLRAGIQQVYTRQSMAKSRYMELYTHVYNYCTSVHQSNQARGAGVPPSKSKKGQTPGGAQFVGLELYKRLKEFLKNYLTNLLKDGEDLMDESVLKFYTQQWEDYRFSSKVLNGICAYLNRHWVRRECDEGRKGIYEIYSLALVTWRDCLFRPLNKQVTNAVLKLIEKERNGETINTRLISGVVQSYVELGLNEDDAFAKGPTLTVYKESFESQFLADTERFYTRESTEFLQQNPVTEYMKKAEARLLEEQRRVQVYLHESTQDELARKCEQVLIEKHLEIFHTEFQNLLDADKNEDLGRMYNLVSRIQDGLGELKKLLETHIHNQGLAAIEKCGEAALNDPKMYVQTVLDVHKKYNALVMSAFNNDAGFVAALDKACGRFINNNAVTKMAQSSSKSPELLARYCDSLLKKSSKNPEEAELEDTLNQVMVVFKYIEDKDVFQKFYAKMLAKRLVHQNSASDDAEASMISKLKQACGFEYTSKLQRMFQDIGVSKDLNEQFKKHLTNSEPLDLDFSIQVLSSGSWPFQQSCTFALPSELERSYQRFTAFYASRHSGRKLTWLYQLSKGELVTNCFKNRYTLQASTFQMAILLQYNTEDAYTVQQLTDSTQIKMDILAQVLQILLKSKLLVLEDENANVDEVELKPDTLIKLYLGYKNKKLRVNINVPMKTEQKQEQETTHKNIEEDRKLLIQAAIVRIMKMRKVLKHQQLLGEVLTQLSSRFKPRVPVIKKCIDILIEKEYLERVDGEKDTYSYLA
* = called active by the depositor. Only part of the results is shown. The share of hits here may be higher or lower than overall.

SMILES	RBX1-CUL1 inh
CCOC(=O)C(C)N1C(=O)S/C(=C/c2cccn2-c2cccc(C(F)(F)F)c2)C1=O (stereo unspecified)	-4
C=CCOc1c(Cl)cc(/C=c2/sc3nc4ccccc4n3c2=O)cc1OCC	-1
CCOC(=O)c1ccc(NC(=O)C(C)CC)cc1 (stereo unspecified)	3
Cc1cc(OC(C)C(=O)N/N=C/CC(C)c2ccccc2)ccc1Cl (stereo unspecified)	-1
Cc1cccc(NC(=O)CSc2nc3nc(C)cc(C)n3n2)c1	-4
COCC(=O)N1CCCC(C(=O)c2cccc(C(F)(F)F)c2)C1 (stereo unspecified)	11
CCOc1ccc(S(=O)(=O)N(CC(=O)NCc2ccccc2OC)c2ccccc2)cc1	3
Cc1ccc(N2CCN(CN3C(=O)S/C(=C/c4ccco4)C3=O)CC2)cc1	-4
Cc1cccc(N2CCN(c3ccc4cc(S(=O)(=O)N5CCC(C)CC5)ccc4n3)CC2)c1C	7
O=C(COC(=O)c1ccccc1N1C(=O)C2C3CC(C(Br)C3Br)C2C1=O)c1ccc(-c2ccccc2)cc1 (stereo unspecified)	-1
COc1cc(C(=O)Nc2cc(Cl)cc(Cl)c2)ccc1OC(F)F	-9
O=[N+]([O-])c1cccc(S(=O)(=O)c2ccc(N3CCOCC3)c([N+](=O)[O-])c2)c1	-4

Overlap with the part before: four entries, followed by the next part.
SMILES	RBX1-CUL1 inh
Cc1cccc(N2CCN(c3ccc4cc(S(=O)(=O)N5CCC(C)CC5)ccc4n3)CC2)c1C	7
O=C(COC(=O)c1ccccc1N1C(=O)C2C3CC(C(Br)C3Br)C2C1=O)c1ccc(-c2ccccc2)cc1 (stereo unspecified)	-1
COc1cc(C(=O)Nc2cc(Cl)cc(Cl)c2)ccc1OC(F)F	-9
O=[N+]([O-])c1cccc(S(=O)(=O)c2ccc(N3CCOCC3)c([N+](=O)[O-])c2)c1	-4
CCSc1ncc(CN2CCCC(c3cc(=O)[nH]cn3)C2)cn1 (stereo unspecified)	4
Cc1cnc(CN(C)C(=O)c2cn(Cc3ccccc3Cl)nn2)[nH]1	-3
Cc1ccc(C)c(NC(=O)c2cnn(-c3ccc(F)cc3F)c2C2CCNCC2)c1	-7
Cc1cccc(-n2c3nc(=O)[nH]c(=O)c-3cc3c(Cl)cccc32)c1C	2
CCCCCCCC1COC(CCc2ccc(C#N)cc2)OC1 (stereo unspecified)	5
COCc1ccc(C(=O)Nc2ccc(-c3nc(CNC(=O)c4cnc(C)cn4)c(C)o3)cc2)s1	-1
COc1ccc2oc(=O)c(-c3nc(-c4cccs4)no3)cc2c1	-7
COc1ccc(N(CC(=O)Nc2cc(C)ccc2OC)S(C)(=O)=O)cc1Cl	-2
COc1ccccc1-c1c(C)nn2c(C(F)(F)F)cc(-c3ccccc3)nc12	2
N#CC1(C#N)C(c2ccccc2Br)C(C(=O)c2ccccc2)C2C=Cc3ccccc3N21 (stereo unspecified)	4
COc1ccc(OC2=N/C(=C\c3ccco3)C(=O)N2c2ccccc2)cc1	4
O=C(NCc1ccc2c(c1)OCO2)c1ccc2c(c1)N(Cc1cccc(Cl)c1)C(=O)c1ccccc1S2=O (stereo unspecified)	-4
CN(C)c1ccc(CNC(=O)c2cnc3sc(N4CCOCC4)nn3c2=O)cc1	5
CC1(C)CC(=O)C2=C(C1)CC1(C)CC(C)(C)CC2(N2C(=O)c3ccccc3C2=O)C1 (stereo unspecified)	-1
N#C/C(=C\c1ccc(-c2ccc(C(=O)O)cc2)o1)C(=O)Nc1ccccc1C(=O)O	6
COc1ccc(CNC(=O)c2cc(-c3ccc(Br)s3)nc3ccccc23)cc1	-8
COc1ccc(-c2nc3cc(NC(=O)COc4ccccc4OC)ccc3o2)cc1	-7
CC(C)(C)c1cc(C(C)(C)C)c(C(=O)c2ccccc2)s1	-5
CCOC(=O)C/C(=C/c1ccccc1)OC(=O)Cc1ccccc1	-11
CN(Cc1cnccn1)C(=O)CC(c1cccc(O)c1)c1cccc(Cl)c1 (stereo unspecified)	-18
CC(C)c1ccc(NC(=O)CN(C)S(=O)(=O)c2ccc3c(c2)n(C)c(=O)c(=O)n3C)cc1	3
CCOc1ccccc1N(CC(=O)NN=C1CCN(C)CC1)S(=O)(=O)c1ccc(C)cc1	1
Cc1c(CC(=O)NCc2ccon2)c2c(n1CCc1ccccc1)CCCC2=O	29*
Cc1ccc(-c2nc(CN3CCCC3c3nccs3)c(C)o2)s1 (stereo unspecified)	-1
C=CCCCCOc1ccc(C(=O)Oc2ccc(C#N)cc2)cc1	0
CCc1ccc(CNC(=O)c2ccc(CS(=O)c3ccc(Br)cc3)o2)cc1 (stereo unspecified)	3
CC1CC2(c3ccccc3)C(c3ccccc3)C(=O)N2c2ccccc2S1 (stereo unspecified)	-5
CCOC(=O)CSc1nc2ccc(NC(=O)COc3ccccc3C)cc2s1	-2
Cc1ccc2c(c1)CN(CC(=O)N1CCC(c3ccncc3)CC1)CC(c1ccsc1)O2 (stereo unspecified)	5
COc1ccc(/C=C/c2nc(-c3ccccc3O)n[nH]2)cc1OC	7
Fc1ccc(-c2cc3ncc4c(n3n2)-c2cc(Cl)ccc2OC4)cc1	-7
CCCCNc1nc(Nc2ccc(OC(F)(F)Cl)cc2)nc(OCC(F)(F)F)n1	-6
CCc1ccc(CN(Cc2ccco2)C(=O)c2ccccc2Cl)cc1	3
S=c1n(CN2CCC(Cc3ccccc3)CC2)nnn1-c1ccccc1	-3
Cc1nn(C)c(C)c1N1C(=O)c2cccc3c(N)ccc(c23)C1=O	4
CCc1ccc(C(=O)c2cn(CC(=O)Nc3ccc(F)c(F)c3)c3cc(OC)c(OC)cc3c2=O)cc1	-5

Nothing new here: 4 of the compounds above.
SMILES	RBX1-CUL1 inh
C=CCCCCOc1ccc(C(=O)Oc2ccc(C#N)cc2)cc1	0
CCc1ccc(CNC(=O)c2ccc(CS(=O)c3ccc(Br)cc3)o2)cc1 (stereo unspecified)	3
CC1CC2(c3ccccc3)C(c3ccccc3)C(=O)N2c2ccccc2S1 (stereo unspecified)	-5
CCOC(=O)CSc1nc2ccc(NC(=O)COc3ccccc3C)cc2s1	-2

Part of the list above, as labelled records.
SMILES: CCOC(=O)CSc1nc2ccc(NC(=O)COc3ccccc3C)cc2s1
  RBX1-CUL1 inh = -2
SMILES: Cc1ccc2c(c1)CN(CC(=O)N1CCC(c3ccncc3)CC1)CC(c1ccsc1)O2 (stereo unspecified)
  RBX1-CUL1 inh = 5

Further structures:
SMILES	RBX1-CUL1 inh
Cc1cccc(C(=O)Nc2cc(Cl)ccc2N2CCN(C(=O)C(C)C)CC2)c1	3
Cc1ccc2nc(NC(=O)c3cc(=O)c4cc(C)c(C)cc4o3)sc2c1	-4
CC1CCCC(C)N1CC(O)COC12CC3CC(CC(C3)C1)C2 (stereo unspecified)	4
C=Cc1ccc(C(=O)NC2CCCc3nc(-c4cccnc4)ncc32)cc1 (stereo unspecified)	7
COc1cc(CN2CCc3nc(Nc4ccc5c(c4)OCCO5)ncc3C2)cc(OC)c1OC	-4
CC1CCC(N2CCCn3c2nc2c3c(=O)n(C)c(=O)n2C)CC1 (stereo unspecified)	4
CCS(=O)(=O)N1CCCC(C(=O)Nc2cccc(C(F)(F)F)c2)C1 (stereo unspecified)	4
COc1cc(Cl)c(NC(=O)CCS(=O)(=O)c2ccc3c(c2)NC(=O)CO3)c(OC)c1	-1
CCCCn1nnnc1NC(=O)N1CCCC1c1nonc1C (stereo unspecified)	8
CCn1c(Cc2ccc(OC)cc2)nnc1SCC(=O)Nc1ccc(C)c(Cl)c1	4
COC(=O)c1c2c(n3cc4ccccc4cc13)C(=O)c1ccccc1C2=O	-5
Cc1cccc(C)c1OCCn1c(CCNC(=O)C2CCCCC2)nc2ccccc21	-6
CC(C)NC(=O)C1CCN(C(=O)c2cc3sccc3n2Cc2ccc(Cl)cc2)CC1	-4
C=CCN1C(=O)C2(Nc3ccccc3C(=O)N2c2ccccc2OC)c2ccccc21 (stereo unspecified)	1
COCC1CCCCN1Cc1nc(-c2ccc(OC)cc2F)oc1C (stereo unspecified)	1
COc1cccc(Nc2cc(C)nc3ncnn23)c1	2
Nc1cc(C(F)(F)F)ccc1Sc1ccccc1C(=O)O	7
Cn1cc(CN2CCCC(CCC(=O)N3CCOCC3)C2)cn1 (stereo unspecified)	3
O=C(O)C1(C(=O)O)C2C3C4CC5C6C4C2C6C1C53 (stereo unspecified)	-1
CCc1ccc(C(C)NC(=O)c2ccc(OC)cc2)cc1 (stereo unspecified)	10
Cc1csc2nc(-c3cccc(NC(=O)c4ccc(S(N)(=O)=O)cc4)c3)cn12	6
CCc1cccc(C)c1NC(=O)CC(C)C	-5
Cc1oc(-c2ccccc2)nc1CNS(=O)(=O)c1ccc(Cl)cc1	-8
Cc1nn2c(c1-c1ccccc1)N=NC2C(=O)/C=C/c1ccccc1 (stereo unspecified)	3

Molecules listed so far containing two or more sulfur atoms (three):
SMILES	RBX1-CUL1 inh
Cc1ccc(-c2nc(CN3CCCC3c3nccs3)c(C)o2)s1 (stereo unspecified)	-1
CCOC(=O)CSc1nc2ccc(NC(=O)COc3ccccc3C)cc2s1	-2
Cc1csc2nc(-c3cccc(NC(=O)c4ccc(S(N)(=O)=O)cc4)c3)cn12	6

(listing goes on)
SMILES	RBX1-CUL1 inh
COC(=O)c1ccc(-c2c(Cl)nc(N[C@@H](C)c3ccccc3)c(=O)n2-c2ccccc2)cc1	2
Cc1ccc(Cl)cc1N1CCN(C(=O)c2ccc(NC(=O)c3nsc4ccccc34)cc2)CC1	-10
COc1ccc(OC)c(-c2noc(N3CCN(c4cc(Cl)ccc4C)CC3)n2)c1	4
CC1Oc2ccccc2C=C1/C=c1/sc2nc(=O)c(-c3ccccc3)nn2c1=O (stereo unspecified)	-3
O=C(COC(=O)c1cccs1)c1ccc(OC(=O)c2ccco2)cc1	-3
COc1cccc(-c2nc3c(c(C)nn3-c3ccccc3)c3cc(OC)c(OC)cc23)c1	-8
COc1ccc(Cl)cc1C(=O)NC(=S)Nc1cccc(Cl)c1Cl	-8
CCOC(=O)C1(CCCc2ccccc2)CCN(C(=O)CCN2CCCO2)CC1	5
CCOC(=O)c1c(C)[nH]c(CCC(=O)NCCCN2CCN(c3ccc(F)cc3)CC2)c1C	2
Cc1ccc(NC(=O)c2nnn(-c3cc(C)ccc3Cl)c2C)cc1	4
O=C(CC(c1cccs1)N1Cc2ccccc2C1=O)Nc1ccc(F)cc1F (stereo unspecified)	2
CCCOc1ccc(C2=NC(c3ccncc3)=Nc3ccc(C)cc3N2)cc1	1
CCCOc1cccc(C(=O)N2CCOCC2)c1	1
Cc1c(NC(=O)c2cc(-n3cnnc3)ccc2Cl)cccc1-c1nc2ccccc2o1	9
Cc1cc(NC(=O)CN(c2cccc(C)c2C)S(=O)(=O)c2ccccc2)ccc1Br	-2
O=C(NC1CCCc2ccccc21)c1cccc(Cl)c1 (stereo unspecified)	-10
FC(F)(F)c1cccc(-c2ccc(CNCC3CCCO3)o2)c1 (stereo unspecified)	0
CCC1=NN2C(=N)/C(=C/c3ccc(OC(=O)c4ccccc4F)c(OC)c3)C(=O)N=C2S1	5
CCOc1ccc(OCC)c(-n2cnnn2)c1	-4
O=C(CSc1ncnc2sc3c(c12)CCCC3)Nc1cccc(C(F)(F)F)c1	3
CCOc1ccccc1NC(=O)Cn1c(=O)nc(-c2ccccc2F)c2cc(Cl)ccc21	4
Cc1cccc(C(=O)NCCc2nc3ccccc3n2Cc2ccccc2Cl)c1	2
CCOC(=O)NCS(=O)(=O)c1ccc(C)cc1	-13
O=C(c1c(F)ccc(F)c1F)N1CCCC(Nc2cccc(F)c2)C1 (stereo unspecified)	0
Clc1cccc(N2CCN(c3ncnc4c3nc3n4CCCC3)CC2)c1	6
COc1ccc(-c2cc(C(F)(F)F)nc(SCC(=O)N3CCc4ccccc4C3)n2)cc1	1
CCOc1ccc(NC(=O)Cn2c(=O)n(CCCCC(=O)NCCc3ccc(Cl)cc3)c(=O)c3ccccc32)cc1	3
Cc1ccc(CSc2nnc(NC(=O)C3COc4ccccc4O3)s2)cc1 (stereo unspecified)	8
Cc1ccc(-n2nc(C)c3c(C)c(CCC(=O)NCc4ccccc4Cl)c(C)nc32)cc1C	7
Cc1ccc(N=Nc2c(N)nn(-c3ccccc3)c2N)cc1	3
CSc1ccc(/C=N/NC(=O)c2ccc(CN3CCc4ccccc4C3)cc2)cc1	4
O=C(CN1CCN(c2ccccc2F)CC1)NC12CC3CC(CC(C3)C1)C2	8
COc1ccccc1Nc1nc(-c2ccc(F)cc2)c2c(n1)-c1ccccc1OC2	2
CCOC(=O)C1CCCN(C2CCN(C(=O)CN3Cc4ccc(OC)cc4OC(C)C3)CC2)C1 (stereo unspecified)	2
C1=C(c2ccccc2)C(N2CCOCC2)Oc2ccccc21 (stereo unspecified)	-7
CCCCC(=O)Nc1ccccc1NC(=O)C(C)C	-3
COc1ccc2oc(=O)c(C(=O)N(C)c3ccc(S(N)(=O)=O)cc3)cc2c1	10
COc1ccc(Cn2c(CNC(=O)Cc3ccc(OC)c(OC)c3)nc3cccnc32)cc1	-5
COc1ccc(N2C(=O)NC(=O)C3C2=NC(=O)C3(NC(C)=O)C(F)(F)F)cc1 (stereo unspecified)	6
COc1ccc(-c2c(C)nn3c(-c4ccccc4)cc(-c4ccccc4)nc23)cc1	-9
CCOC(=O)C1(Cc2ccc(F)cc2F)CCCN(C(=O)CCC(=O)OC)C1 (stereo unspecified)	9
COc1cccc(-n2nc3c(Cl)nnc(C)c3c2C)c1	4
COc1cccc(NC(=O)CSCC2=Nc3c(ccc(C)c3C)C(=O)C2)c1	-9
C=CCN1C(=O)/C(=C\c2ccc(Cl)cc2)N=C1SCC(=O)NCCC	-2
COc1ccccc1CCN1CCC(CN(C)C(=O)CC2NC(=O)NC2=O)CC1 (stereo unspecified)	0
CN(Cc1cccc2cnccc12)C(=O)Cn1nnnc1CN1CCCC1	2
Cc1ccc(-c2nnc(SCC#CCOC(=O)c3ccccc3C)o2)cc1	-1
COc1ccccc1NC(=O)c1ccn(C(C)=O)n1	2
COc1cccc(CNC(=O)c2ccc3nc(CCc4ccccc4)oc3c2)c1OC	-7
